# Bioassay records: PubChem, NCI
# All columns: NCI-60 one-dose screen, growth in % after 48 h at 10 µM unless noted; 100 = growth as untreated, 0 = no growth, -100 = all killed.
# UACC-257 = UACC-257 melanoma; 4.4% of 78,000 active; AID 1794764
# M14 = M14 melanoma | 6.2% of 80,000 active | AID 1794745
# EKVX = EKVX NSCLC. 3% of 71,000 active. AID 1794765
# HOP-62 = HOP-62 NSCLC | 3.9% of 80,000 active | AID 1794735
# UACC-62 = UACC-62 melanoma. 5.4% of 81,000 active. AID 1794756
# MALME-3M = MALME-3M melanoma; 5.8% of 78,000 active; AID 1794766
# A549/ATCC = A549/ATCC NSCLC; AID 1794740; 3.7% of 81,000 active
# HOP-92 = HOP-92 NSCLC cells; AID 1794738; 6.3% of 71,000 active
# An asterisk follows results filed as active; nt = no result given. Rule for the calls: active = growth percent below 10; inactive = the rest.
SMILES,UACC-257,M14,EKVX,HOP-62,UACC-62,MALME-3M,A549/ATCC,HOP-92
CCC/C=C(\C)C(C)(C#N)C(=O)OCC (stereo not drawn),86.2,115.9,nt,99.1,102.3,107.1,95.7,nt
CCOc1ccc(/C=N/Nc2cc(C)nc3ccc(Cl)cc23)cc1,69.5,-39.6*,81.7,94.4,68.2,-38.9*,59.9,50.5
CCOc1ccc(N=Cc2ccc(N(C)C)cc2)c(O)c1,90.3,89.3,82.9,76.2,93.1,108.7,49.9,128.9
COc1cc2ccn(CCC(=O)NCCC(C)C)c(=O)c2cc1OC,108.3,103.6,nt,101.9,105.4,nt,96.9,89.2
CN1CCC(O)(C(C(=O)O)c2ccccc2)CC1 (stereo not drawn),100.2,104.9,107.5,121.1,92.9,nt,95.9,124.2
CCCCCCC1=CC(=O)CC(=O)C1,115.2,106.8,109.4,87.3,87.5,110.2,nt,nt
c1ccc(CCOC(c2ccccc2)(c2ccccc2)c2ccccc2)cc1,98.9,89.2,88.4,105.5,92.3,96.4,92.7,92.1
COc1cccc(/C=C2\Cc3cc4c(cc3C2=O)OCO4)c1OC,108.2,98.8,93.4,80.4,88.3,94.8,106.6,nt
O=C(OCC(O)C(=O)NC12CC3CC(CC(C3)C1)C2)c1cccc(Br)c1 (stereo not drawn),91.1,95.5,96.4,96.9,92.9,101.4,91.9,90.1
O=C1C=C(Nc2ccccc2)C(=O)C=C1Nc1ccccc1,105.2,105.3,104.0,112.2,108.4,100.5,106.4,86.4
Cn1c(=O)c2c(ncn2CCC(=O)Nc2ccc(F)cc2)n(C)c1=O,nt,97.8,101.1,92.6,nt,114.2,89.5,95.5
O=C(Nc1ccccc1)c1sc(-c2ccc(F)cc2)cc1O,71.3,nt,90.6,89.9,48.6,96.1,85.9,35.7
N#Cc1c(NCc2ccccc2)oc(-c2ccccc2)c1-c1ccccc1,nt,101.7,83.0,nt,77.2,105.2,70.8,nt
Nc1nc(=S)c2ncn(C3CCCC3)c2[nH]1,108.8,116.3,97.4,111.1,117.4,106.0,104.2,115.6
Nc1ccc(F)cc1F,110.9,101.3,104.6,108.8,100.5,110.6,105.3,77.4
Cc1ccc2[nH]c(=O)cc(-n3nc(C#N)c(C#N)c3N)c2c1,92.0,101.9,107.2,82.7,87.0,84.3,94.4,104.7
CS(=O)(=O)c1ccc(C2=C(c3ccccc3)C(=O)OC2)cc1,109.6,117.8,106.6,111.0,102.9,104.0,98.9,nt
O=C1N=C(c2ccccc2)S/C1=C\c1ccc2c(c1)OCO2,92.4,111.6,98.0,94.4,91.0,94.5,95.8,71.2
Cc1cc(CSc2ccccc2C(=O)NCCNc2ccc(C(F)(F)F)cc2[N+](=O)[O-])on1,nt,76.3,51.8,92.2,66.7,73.7,71.2,80.6
O=C1CC(c2ccc3c(c2)OCO3)c2snc(-c3cccc(F)c3)c2N1 (stereo not drawn),113.6,101.6,nt,106.6,96.0,112.2,89.9,84.1
COc1ccc(-c2nnc(COc3ccc(NC(=O)c4cccc(C(F)(F)F)c4)cc3F)o2)cc1,94.8,80.2,nt,111.7,97.3,75.3,75.1,94.2
COc1ccc(/C=C(/C(=O)N2CCCCC2)c2cc(OC)c(OC)c(OC)c2)cc1,75.0,-6.9*,42.5,nt,36.5,nt,34.9,45.5
C#Cc1ccc(-n2c(/C=C/c3ccc(O)c(OC)c3)nc3ncccc3c2=O)cc1,87.8,100.7,nt,95.3,103.6,95.0,90.3,nt
CCC[N+](CCC)(CCC)Cc1ccccc1,94.7,106.5,118.6,101.5,105.9,154.7,85.5,109.3
COc1ccc(COc2ccc(Nc3ncnc4onc(-c5ccccc5)c34)cc2)cc1,94.4,88.6,98.3,99.9,79.0,102.1,91.9,93.2
Cc1ccc(Nc2nnc(SCC#N)s2)cc1,nt,101.3,93.9,86.1,81.5,97.4,105.5,76.9
O=C(O)C1CC1c1ccc(Cl)cc1 (stereo not drawn),91.9,103.3,105.6,99.2,nt,119.4,92.7,97.2
O=C(Nc1ccc(Cl)c(Cl)c1)Nc1ccc([N+](=O)[O-])cn1,123.6,118.2,88.4,130.9,103.2,101.4,106.9,nt
Clc1ccccc1CNc1c2ccccc2nc2ccccc12,44.3,18.1,25.9,40.9,41.0,19.0,19.2,nt
CC(C)(C)c1ccc(NCc2cn(-c3ccc(C(=O)O)cc3)nc2-c2ccccc2)cc1,nt,91.6,81.9,111.8,81.9,85.6,73.6,92.4
Clc1ncccn1,nt,105.4,95.5,95.4,86.2,102.8,104.0,85.1
C[C@@H]1C[C@@]2(C)C(=CC1=O)CC[C@@H]1[C@@H]2C(=O)C[C@@]2(C)[C@H]1CC[C@]2(O)C(=O)CO,93.9,105.8,nt,113.8,100.5,126.6,89.7,nt
CCOCCc1ccncc1,79.2,102.4,99.4,79.9,110.7,95.9,67.7,92.7
COc1ccc(-c2nc(SCC(=O)c3ccc(Cl)cc3)[nH]c(=O)c2C#N)cc1,86.8,91.2,96.3,80.7,88.1,95.4,84.5,82.1
CC/C=C/C(C(=O)OCC)(C(=O)OCC)C(C)CC (stereo not drawn),111.0,96.6,106.6,111.6,105.4,105.6,108.5,94.8
NC(N)=N/N=C\c1ccc(O)c(O)c1,116.3,116.6,92.2,102.8,106.4,105.1,109.1,nt
O=c1cc(-c2ccccc2)c2ccc(O)cc2o1,103.2,96.7,93.6,95.4,100.0,101.6,96.9,44.2
COC(=O)c1cc(-c2ccc(OC)cc2)[nH]c(=O)c1C#N,104.2,95.0,94.3,101.5,93.5,92.3,102.0,97.5
NS(=O)(=O)c1ccc(N/N=C(\CS(=O)(=O)c2ccccc2)c2cc3cc(Br)ccc3o2)cc1,69.8,101.5,96.2,102.6,89.0,102.0,82.1,117.8
C=CCOC(=O)C1=CNC2=C(C(O)CC(c3ccccc3)C2)C1c1ccc(O)cc1 (stereo not drawn),92.6,104.7,106.6,85.4,94.1,97.6,106.7,91.7
Cc1ccc(P(c2ccccc2)c2ccc(C)cc2)cc1,92.7,95.3,nt,82.1,99.8,90.3,95.1,nt
CSc1ccc(C(=NNS(=O)(=O)c2ccc(C)cc2)c2ccccc2)cc1,106.6,103.0,100.6,103.7,94.4,95.3,111.2,91.9
COc1ccc(-c2nc(Nc3nc4ccccc4o3)nc3c2C(=O)CC(C)(C)C3)cc1,104.1,101.0,nt,104.9,100.6,95.9,108.1,94.8
CC(C)C1NC2=C(CCCC2)C(C#N)(C#N)C1(C#N)C#N (stereo not drawn),83.5,85.4,88.5,102.6,86.4,85.0,85.8,101.3
CC1(C)C(=O)CC[C@@]2(C)[C@@H]3CC[C@@](O)(C(C)(C)O)C=C3CC[C@H]12,100.6,101.5,101.5,100.6,95.6,102.5,99.1,99.9
O=C1c2ccccc2C(=O)c2cc(Cn3cc[n+](Cc4ccc5c(c4)C(=O)c4ccccc4C5=O)c3)ccc21,103.5,96.0,98.5,96.5,109.5,100.9,92.9,122.1
Cc1ccc2c(c1)C(=O)N(CNc1cc(Cl)ccc1Cl)C2=O,107.7,99.9,89.4,94.8,98.2,93.3,96.3,113.5
N#CC(=C=N)C(=C(C#N)C#N)c1ccncc1,92.0,94.1,100.1,110.7,105.0,104.4,94.2,105.9
CC1(C)OCC(N)(CO)CO1,103.1,95.0,105.8,104.2,99.4,95.6,93.5,68.7
CC(C)(C)OC(=O)NC(CCC(N)=O)C(=O)O (stereo not drawn),102.4,103.9,92.1,99.9,116.3,118.7,98.8,95.0
CCO/C=N/C1=C(C#N)C(c2ccc(OC)cc2)c2c(c3cc(C)ccc3[nH]c2=O)O1 (stereo not drawn),101.3,102.4,95.8,86.8,93.8,93.8,102.0,76.7
CCN(CC)c1ccc(Br)cc1,114.8,100.0,103.6,117.0,101.5,113.5,114.2,83.7
COc1ccc2[nH]cc(-c3noc(C(=O)c4cn(C)c5ccccc45)n3)c2c1,88.6,91.5,89.6,86.2,89.9,96.1,84.0,99.6
O=C(NCCCOC(=O)c1ccccc1)c1ccccc1,100.8,103.6,106.9,98.1,104.9,108.5,101.1,59.0
CCOC(=O)C(Cl)C(Cl)C(=O)OCC (stereo not drawn),76.4,103.9,105.7,108.3,97.6,125.2,84.5,101.4
CC(C)(C)OC(=O)n1cc(-c2nc(-c3c[nH]c4ncccc34)cs2)c2ccccc21,117.6,109.9,80.7,90.3,86.2,nt,105.3,82.5
CCN1CCN(CC(=O)Nc2nc3ccc(NCc4ccc(Br)cc4)cc3s2)CC1,17.7,-56.2*,68.2,64.8,-47.1*,-68.2*,64.5,40.9
CC(C)(C#N)N1CCN(c2ccccc2)CC1,97.6,97.4,99.6,102.3,120.1,98.5,96.2,106.4
OCC1OC(OC2C(O)C(CO)OC2(CO)OC2OC(CO)C(O)C(O)C2O)C(O)C(O)C1O (stereo not drawn),97.6,nt,102.7,98.6,106.9,138.3,98.0,90.3
O=C1NC(=S)N[C@@H]1CC(=O)n1c(-c2ccccc2)nc2ccccc21,111.3,96.6,85.0,88.2,91.5,101.2,103.0,105.7
# Next section
SMILES,UACC-257,M14,EKVX,HOP-62,UACC-62,MALME-3M,A549/ATCC,HOP-92
Cc1cc2[nH]c(=O)c3c4cccnc4cn3c2cc1C,125.9,98.7,91.6,87.2,87.6,nt,105.9,101.5
CC(=O)Nc1ccc(-c2cn(-c3cccc(C(=O)Nc4cc(CN5CCOCC5)cc(C(F)(F)F)c4)c3)nn2)cn1,-81.5*,-90.3*,-88.1*,-64.1*,-98.1*,-97.1*,-74.7*,-77.5*
Cc1ccc(S(N)(=O)=O)cc1S(N)(=O)=O,102.9,97.6,95.2,104.1,97.3,102.7,98.9,79.8
CCOc1ccc(-n2nc(C(=O)Nc3ccc(F)c(F)c3)nc2-c2cc(OC)c(OC)c(OC)c2)cc1,89.4,70.2,76.5,89.1,nt,86.7,62.0,67.0
Nc1cccc([N+](=O)[O-])c1O,96.7,104.7,91.6,100.1,97.2,108.4,89.7,nt
CCOC(=O)C1=C(C)N2C(=NC3=C(CCCC/C3=C\c3ccc(OC)cc3)C2c2ccc(OC)cc2)S1 (stereo not drawn),nt,106.9,nt,103.0,83.3,87.5,101.3,nt
COc1ccc(C2C(C#N)=C(N)Oc3n[nH]c(-c4cccs4)c32)cc1Br (stereo not drawn),86.8,93.0,100.0,88.4,80.3,97.5,88.7,83.3
CC1=NN(c2cccc(Cl)c2)C(=O)/C1=C\c1cn(CC(O)CN2CCCCC2)c2ccccc12 (stereo not drawn),-82.1*,nt,88.0,73.6,-47.4*,32.9,95.2,56.3
C[C@@H]1CC[C@]23COC(=O)[C@@]1(CCc1ccoc1)[C@H]2CC[C@@H]1O[C@@]13C,96.1,104.0,nt,98.7,92.4,103.7,100.0,103.1
O=C(CNC1C2CC3CC(C2)CC1C3)Sc1nnc2sc3ccccc3n12 (stereo not drawn),115.6,103.8,93.0,104.1,88.2,95.2,107.7,46.2
C/C(=C\c1ccccc1Cl)c1ccccn1,100.8,nt,86.0,85.2,81.3,108.5,100.5,nt
Cn1c(=O)cc(OCC(=O)N/N=C/c2ccc(Cl)cc2)c2ccccc21,107.3,99.2,107.1,97.3,98.3,100.4,99.6,100.6
Cc1ccc(Nc2ncnc(Cl)c2N)cc1,116.1,115.2,98.7,112.1,101.3,nt,90.5,84.8
COc1ccc(OC)c(C2=NN(c3ccc(S(N)(=O)=O)cc3)C(c3cc(OC)c(OC)c(OC)c3)C2)c1 (stereo not drawn),nt,88.1,nt,85.2,64.7,82.1,80.4,14.9
O=[N+]([O-])c1ccc(N/N=C/c2ccc(O)cc2)nc1,111.5,100.6,109.9,117.6,97.5,148.0,93.9,nt
Cc1ccccc1Nc1cc(N)nc(N)n1,78.2,113.5,91.7,102.0,85.1,96.1,73.7,107.1
O=S1(=O)CCCc2c1nnn2-c1ccc(F)cc1,92.3,nt,104.0,93.6,100.5,102.3,85.2,81.8

# Structural class, those above containing fluorine
SMILES,UACC-257,M14,EKVX,HOP-62,UACC-62,MALME-3M,A549/ATCC,HOP-92
Cn1c(=O)c2c(ncn2CCC(=O)Nc2ccc(F)cc2)n(C)c1=O,nt,97.8,101.1,92.6,nt,114.2,89.5,95.5
O=C(Nc1ccccc1)c1sc(-c2ccc(F)cc2)cc1O,71.3,nt,90.6,89.9,48.6,96.1,85.9,35.7
Nc1ccc(F)cc1F,110.9,101.3,104.6,108.8,100.5,110.6,105.3,77.4
Cc1cc(CSc2ccccc2C(=O)NCCNc2ccc(C(F)(F)F)cc2[N+](=O)[O-])on1,nt,76.3,51.8,92.2,66.7,73.7,71.2,80.6
O=C1CC(c2ccc3c(c2)OCO3)c2snc(-c3cccc(F)c3)c2N1 (stereo not drawn),113.6,101.6,nt,106.6,96.0,112.2,89.9,84.1
COc1ccc(-c2nnc(COc3ccc(NC(=O)c4cccc(C(F)(F)F)c4)cc3F)o2)cc1,94.8,80.2,nt,111.7,97.3,75.3,75.1,94.2
CC(=O)Nc1ccc(-c2cn(-c3cccc(C(=O)Nc4cc(CN5CCOCC5)cc(C(F)(F)F)c4)c3)nn2)cn1,-81.5*,-90.3*,-88.1*,-64.1*,-98.1*,-97.1*,-74.7*,-77.5*
CCOc1ccc(-n2nc(C(=O)Nc3ccc(F)c(F)c3)nc2-c2cc(OC)c(OC)c(OC)c2)cc1,89.4,70.2,76.5,89.1,nt,86.7,62.0,67.0
O=S1(=O)CCCc2c1nnn2-c1ccc(F)cc1,92.3,nt,104.0,93.6,100.5,102.3,85.2,81.8
